# HTR5A inv ctr: counter-screen for OPRM1-OPRD1 inverse agonists: human HTR5A inverse agonism; actives 0.083% (n = 340,000); HTR5A cell line, luminescence; P47898; inhibition, % at 9.3 µM; in the data active = inhibition mostly above about 23%, no sharp cut-off; inactive = mostly below about 18%;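 note: 0% = cells with DMSO and 100% = no-cell wells with DMSO; some compounds called inactive have numbers as strong as hits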
# Target sequence (P47898 whole entry, looked up): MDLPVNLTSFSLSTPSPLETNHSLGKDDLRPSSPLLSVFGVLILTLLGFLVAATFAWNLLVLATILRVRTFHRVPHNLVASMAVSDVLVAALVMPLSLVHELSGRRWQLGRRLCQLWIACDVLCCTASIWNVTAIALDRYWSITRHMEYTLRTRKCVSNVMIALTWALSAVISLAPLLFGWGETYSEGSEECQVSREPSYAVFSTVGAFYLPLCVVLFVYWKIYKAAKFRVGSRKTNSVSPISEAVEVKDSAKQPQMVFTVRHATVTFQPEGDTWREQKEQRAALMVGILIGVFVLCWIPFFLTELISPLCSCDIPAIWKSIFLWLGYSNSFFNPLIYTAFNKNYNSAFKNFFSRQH
# HTR5A ag ctr: activates human HTR5A in OPRM1-OPRD1 agonist counter-screen | P47898 | AID 504692 | HTR5A agonist assay, luminescence, cell-based | actives 0.61% (n = 340,000) | activation, % at 9.3 µM; in the data active = activation mostly above about 9.5%, no sharp cut-off; inactive = mostly below about 7.6%;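 note: 0% = cells with vehicle only and 100% = reference agonist; strong numbers were not always called active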
# SUMO Mot1 rescue: SUMOylation pathway inhibition by Mot1-301 growth rescue | S. cerevisiae Mot1-301 growth rescue, ATP luminescence, 38.5C; percent above DMSO median, 100 means doubled | AID 2716 | actives 1% (n = 320,000) | growth rescue, % at 18.8 µM;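 active = every valid replicate shows activation above 250% relative to neutral control wells; inactive = the rest, any valid replicate at or below 250%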;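 note: OY570 slx delta 5 strain wells were the positive control but not used for scaling; some compounds called inactive have numbers as strong as hits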
# CDK5 p35 inh: inhibitors of human CDK5/p35 kinase; Q00535+Q15078; Recombinant CDK5/p35, ADP-Glo luminescence, 60 min; inhibition, % at 10 µM; actives 0.01% (n = 330,000); AID 488839;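 active = highest replicate inhibition of at least 50% and at least 75% of replicates reaching 50%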;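 note: plate controls were DMSO neutral control for no effect and GW8510 at 10 µM for full effect; many of its hits are not listed in these tables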
# Target sequence (Q00535 whole entry, looked up): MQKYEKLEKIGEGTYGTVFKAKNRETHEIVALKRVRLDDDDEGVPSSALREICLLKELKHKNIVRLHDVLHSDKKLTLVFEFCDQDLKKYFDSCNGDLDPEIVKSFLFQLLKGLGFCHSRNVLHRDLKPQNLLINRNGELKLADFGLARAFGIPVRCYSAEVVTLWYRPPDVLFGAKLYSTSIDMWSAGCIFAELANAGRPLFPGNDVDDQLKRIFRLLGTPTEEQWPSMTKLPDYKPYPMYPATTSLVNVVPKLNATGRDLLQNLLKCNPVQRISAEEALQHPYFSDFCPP
# Target sequence (Q15078 whole entry, looked up): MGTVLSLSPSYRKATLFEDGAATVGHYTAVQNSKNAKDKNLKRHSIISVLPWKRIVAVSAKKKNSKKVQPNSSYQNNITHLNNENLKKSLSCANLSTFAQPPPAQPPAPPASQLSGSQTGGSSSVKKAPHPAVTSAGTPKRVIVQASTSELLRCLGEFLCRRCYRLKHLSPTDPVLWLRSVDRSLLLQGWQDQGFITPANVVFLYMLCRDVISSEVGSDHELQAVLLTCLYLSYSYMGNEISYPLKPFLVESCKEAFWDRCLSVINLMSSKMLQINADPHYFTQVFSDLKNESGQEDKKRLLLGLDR
# DAGLB inh: blocks human DAGLB lipase activity. Q8NCG7. HEK293T DAGLB membrane lysate, EnzChek fluorogenic substrate. inhibition, % at 5.17 µM. actives 0.059% (n = 340,000). AID 504411; in the data active = inhibition above about 34%;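 note: 0% = enzyme with vehicle and 100% = wells lacking enzyme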
# AddAB inh: less growth of phage-infected E. coli with AddAB; E. coli expressing H. pylori AddAB, absorbance growth; inhibition, % at 11.9 µM; actives 0.29% (n = 330,000); AID 435030; in the data active = inhibition above about 12%;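 note: 0% = vehicle wells of infected cells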
# phage Ecoli inh: E. coli growth loss with phage present. growth absorbance. inhibition, % at 11.9 µM. actives 0.26% (n = 360,000). AID 651602; in the data active = inhibition above about 11%
# PKA-R1A activ: activates the PKA-R1A holoenzyme complex; activation, % at 11.4 µM; PKA-R1A dissociation, Cy5-IP20 fluorescence polarization; scaled: DMSO 0%, 113 µM cGMP 100%; P00514+P68181; actives 0.083% (n = 340,000);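 active = percent activation above the mean of all tested compounds plus 3 SD, cut at about 19% in these data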;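 note: higher means more PKAc released from R1A so a rise in polarization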
# Ecoli viability: reduces bacterial viability in AddAB counter-screen. E. coli V3065 growth, OD600 absorbance, 18 h. inhibition, % at 11.9 µM. actives 0.27% (n = 330,000). AID 449728;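 active = inhibition above the campaign's mean inhibition across all tested compounds plus 3 SD, cut at about 9.9% in these data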;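 note: uninfected addAB+ strain grown without phage in ampicillin broth; 0% = DMSO wells and 100% = ciprofloxacin 0.95 µg/ml wells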
# PKA-R2B activ: activators of human PKA-R2B complex. PKA-R2B holoenzyme dissociation, Cy5-IP20 fluorescence polarization; R2B truncated from residue 108, S112A mutant; 0% DMSO only, 100% 113 µM cGMP. activation, % at 11.4 µM. actives 0.079% (n = 340,000). AID 504700;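 active = activation above a cutoff set at the mean over all compounds plus 3 SD, cut at about 18% in these data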;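 note: higher means more holoenzyme dissociation and a rise in polarization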
# Tat transport: inhibitors of E. coli Tat protein transport; E. coli MC4100 TorA-mCherry Tat export, fluorescence; inhibition, % at 10 µM; actives 0.036% (n = 340,000); AID 488895;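 active = mean replicate inhibition at least 50% and at least half of replicates individually reaching 50%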;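 note: exported cargo escapes ClpAP degradation while cytoplasmic cargo is degraded and loses fluorescence; 0% = median of neutral control wells and 100% = median of NaSCN control wells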
# Starred values were filed as active, the others as inactive; i = inactive; . = not tested or not shown.
nr	compound	PKA-R2B activ	Ecoli viability	HTR5A inv ctr	HTR5A ag ctr	SUMO Mot1 rescue	AddAB inh	PKA-R1A activ	phage Ecoli inh	Tat transport	CDK5 p35 inh	DAGLB inh
1	CCC(Sc1nc2ncccc2[nH]1)C(=O)NCCc1ccccc1 (stereo not given)	4	-0.4	-3	1	-7	-0.6	1	3.0	-3	-0.5	0
2	CC(C)CC(c1nnnn1C1CCCCC1)N1CCN(c2ncccn2)CC1 (stereo not given)	-5	1.2	-12	0	93	2.9	-3	0.1	3	-0.6	-1
3	Cc1cc(C)c(NC(=O)CCCN2CCCC2)c(C)c1	9	-1.8	4	-2	40	3.6	-6	-2.1	0	-0.6	2
4	Cc1ccc(S(=O)(=O)N(C)c2ccc(OC(=O)c3cccs3)cc2)cc1	-5	-4.3	-16	4	12	-0.8	7	3.1	8	1.0	-1
5	CCOc1ncccc1C(=O)OCC(=O)Nc1ccc(C(C)C)cc1	-2	1.1	-5	-1	3	1.9	-4	6.7	-3	-4.6	-9
6	Cc1ccc(C(=O)N/C(=C\c2ccco2)C(=O)NCCCn2ccnc2)cc1C	3	1.7	-16	6	-5	1.6	-11	2.9	0	-2.3	0
7	Cc1onc(C(=O)N2CCC(Cc3ccccc3)CC2)c1[N+](=O)[O-]	-9	1.5	-31	1	.	2.1	-5	4.1	5	-4.0	-6
8	CCCCn1c(N)c(N(CC(C)C)C(=O)c2ccc([N+](=O)[O-])o2)c(=O)[nH]c1=O	-6	1.8	12	1	129	1.3	-2	1.4	2	0.0	2
9	O=C(CNCc1ccccc1)Nc1cccc(Cl)c1Cl	-7	-2.7	-13	3	133	3.4	-14	0.9	15	-0.3	-14
10	O=S(=O)(c1cccc2nsnc12)N1CCN(C/C=C\c2ccccc2)CC1	-5	-0.6	4	-3	309*	3.1	-1	2.2	10	0.4	-8
11	O=C(Cn1c(C(F)(F)F)nc2ccccc21)NCCN1CCCC1	-7	0.7	.	.	-6	0.0	-12	1.7	25	-5.0	-5
12	Cc1ccnc(NS(=O)(=O)c2ccc(NC(=O)c3oc4ccc(F)cc4c3C)cc2)n1	3	.	15	-6	-13	.	-13	3.4	12	0.5	4
13	Cc1cc(NC(=O)CSc2nc3c([nH]c4ccccc43)c(=O)n2-c2cccc(C(F)(F)F)c2)no1	3	.	-9	3	.	.	-2	.	2	2.0	21
14	Cn1c(SCC(=O)NC2CC2)nnc1-c1ccccc1	5	3.1	10	3	-1	2.0	0	2.0	0	-1.1	0
15	O=C(c1ccccc1)c1nc2ccccc2n(CCCn2c(=O)c(C(=O)c3ccccc3)nc3ccccc32)c1=O	17	-0.5	-6	2	6	-0.9	5	2.7	-4	1.1	0
16	CC(C)C[C@H](NC(=O)c1cc2cc(Cl)ccc2n1C)C(=O)N1CCC[C@H]1C(=O)O	-5	1.8	-5	5	0	1.0	11	2.8	2	-2.0	0
17	CCCC[C@@H]1CCCO[C@@](C(=O)NCc2cc(C)n(C)n2)(C(F)(F)F)C1	-1	-0.8	-23	8	0	-0.3	-1	2.5	-12	1.4	-2
18	COc1ccc(S(=O)(=O)N(CC(=O)Nc2ccc(S(=O)(=O)N3CCOCC3)cc2)c2ccccc2)cc1	-14	-0.3	-7	2	-1	3.2	-15	0.4	-1	0.6	-6
19	CC(C)=CCOc1ccc([C@@H]2COc3c(ccc4c3C=CC(C)(C)O4)C2)c(O)c1	1	2.0	-5	1	-12	2.2	6	2.0	0	0.1	-16
20	COc1ccc(-c2c(C)nn3c(N4CCN(Cc5ccccc5)CC4)cc(C)nc23)cc1OC	4	-1.1	-33	11	-2	-0.4	-2	6.5	2	0.0	1
21	COc1ccc(S(=O)(=O)N[C@H](C(=O)N2CC[C@@]3(O)CCCC[C@H]3C2)c2ccccc2)cc1	-2	-0.9	12	-4	1	0.9	4	0.2	0	-0.2	0
22	C=CC[C@@H](Cc1ccc(F)cc1)C(=O)OC[C@@H]1CCCN1C(=O)[C@H](CC=C)CC(=O)N[C@H](CO)Cc1ccccc1	-3	1.2	-4	2	-3	0.2	5	3.2	28	-3.5	3
23	Cc1ccc(C2(CC(=O)O)CCOC(C)(C)C2)cc1 (stereo not given)	13	-1.3	6	-2	-2	3.1	-2	3.3	-5	0.5	1
24	CN(C)c1nc(C(F)(F)F)cc(=O)[nH]1	1	-0.2	-2	1	121	1.4	1	0.5	0	1.4	-2
25	COCc1[nH]nc2c1C(c1cccc(OC)c1)C(C#N)=C(N)O2 (stereo not given)	-7	-1.7	6	-2	-7	0.6	5	2.2	-19	-9.4	-1
26	CCOC(=O)C1=C(C)NC(=S)NC1C (stereo not given)	-7	3.9	4	-1	-13	-1.0	-9	-0.4	1	0.6	2
27	Cc1cc(C)c(S(=O)(=O)c2ccccc2)c(OC(=O)c2cc(F)c(F)cc2Cl)n1	-5	-3.2	0	7	.	-1.4	1	3.6	-5	-0.4	5
28	Fc1ccc(NCc2nnc(SCc3nnc(-c4ccccc4)o3)n2Cc2ccccc2)cc1	-3	-1.0	-23	0	4	1.6	-9	2.3	8	-0.2	3
29	Cc1ccc(NC(=O)CN2C(=O)C3CC=C(Cl)CC3C2=O)cc1 (stereo not given)	-1	2.9	-26	-1	-6	0.3	-3	2.1	2	-0.3	0
30	CCOC(=O)C1=C(N)OC2=C(C(=O)CCC2)C1c1ccccc1OCC (stereo not given)	13	1.5	-1	0	37	3.6	10	3.3	-4	1.1	0
31	Cn1ncc(Cl)c1C(=O)N/N=C/c1cccc(OC2CSC2)c1	-1	1.8	0	0	141	2.9	-11	3.4	0	0.9	-5
32	COc1cc(OC)nc(Oc2cccc(C(F)(F)F)c2)n1	1	0.0	-15	4	14	0.4	8	2.9	-17	-0.1	-5
33	Nc1nc(-c2ccc3c(c2)OCCO3)c(CC(=O)O)s1	-5	.	2	-1	118	.	1	1.1	7	-0.6	-1
34	COc1ccccc1NC(=O)COc1ccc(-c2nn(C)c(=O)c3ccccc23)cc1	-9	-0.4	-9	3	-18	1.6	4	-0.6	7	-0.1	0
35	O=C(c1ccc(F)cc1)N1CCC(C(=O)N2CCN(c3ncccn3)CC2)CC1	9	-0.5	-5	2	-5	0.3	0	1.5	-4	0.0	-2
36	CC(=O)Nc1ccc(S(=O)(=O)Nc2ccc(NC(=O)c3ccco3)cc2)cc1	9	2.0	-28	6	-14	1.7	8	0.0	5	1.4	-5
37	CSCCC(NC(=O)c1ccccc1Cl)C(=O)N1CC(C)OC(C)C1 (stereo not given)	6	-1.8	-11	4	0	0.2	2	0.2	-5	-0.3	0
38	CC(CC(=O)NCc1ccccc1)C1CCCO1 (stereo not given)	0	-2.3	-27	-4	-10	2.3	-6	1.6	-2	-1.2	-1
39	CN1CCN(c2ccccc2NC(=O)c2ccc(-c3ccc(Br)cc3)o2)CC1	6	-0.3	-19	-1	-17	1.8	-20	.	-4	-1.1	-4
40	O=C1C(C=Nc2ccccc2)=C(O)c2ccccc21	0	0.5	2	0	-9	0.1	-3	1.2	-2	2.0	-2
41	CCC1(c2ccccc2)NC(=O)N(CC(=O)Nc2ccc3c(c2)OCO3)C1=O (stereo not given)	-2	0.7	10	-2	-7	0.6	-17	.	1	1.2	-1
42	C#CCOCCOCCOCCNc1nc(N2CCN(C(=O)Cn3cc(CCCCN)nn3)CC2)nc(N2CCN(C(=O)[C@H]([C@@H](C)CC)n3cc(CCCN=C(N)N)nn3)CC2)n1	-1	-2.9	-13	-5	-8	1.2	-4	1.1	1	-1.8	-1
43	COc1ccccc1N1CCN(C2CC(=O)N(c3ccc(F)cc3)C2=O)CC1 (stereo not given)	-5	2.0	-1	0	-10	-0.7	-1	3.1	6	-2.6	-4
44	N#Cc1ccc(Oc2ncccn2)cc1	2	3.1	-10	5	2	4.6	11	-2.1	3	0.6	0
45	CCN(Cc1ccccc1)C(=O)CCc1nc(-c2ccc(C)cc2)no1	-16	-2.1	-28	0	i	4.0	1	1.8	6	-0.3	-7
46	CC(=O)C1=C(O)C(=O)N(Cc2cccnc2)C1c1ccccc1Cl (stereo not given)	-4	-0.6	-25	0	-2	1.4	0	1.2	-12	0.1	-1
47	O=S(=O)(Nc1cc(Cl)ccc1-n1cncn1)c1ccc(F)cc1	7	1.8	3	-1	-5	-0.8	3	1.6	5	-0.1	5
48	COc1ccc2ccccc2c1C1NC(=O)c2ccccc2N1 (stereo not given)	-7	.	-1	0	.	.	11	2.3	1	-0.5	3
49	CCOc1ccc(-c2ccc(C=O)o2)c([N+](=O)[O-])c1	-2	-0.3	7	-2	5	0.0	-2	4.0	9	-0.7	1
50	CN(CC(=O)Nc1ccc(F)c(F)c1F)C(=O)c1nn(Cc2ccccc2)c(=O)c2ccccc12	-4	0.1	9	-4	15	-0.5	5	0.9	5	-0.8	-3
51	CCCCc1cc(=O)oc2c(C)c(OCC(=O)NCc3ccccn3)ccc12	-12	-1.8	-9	-3	5	2.9	-6	-1.2	-3	2.0	-1
52	COCCn1c(Br)nc2c1c(=O)n(C)c(=O)n2C	.	-2.4	.	.	-6	-0.8	.	2.6	-9	1.9	.
53	O=C(CSc1nc2cc(C(=O)O)ccc2c(=O)n1-c1ccc(F)cc1)Nc1ccc(F)c(F)c1F	8	-0.6	-30	9	-33	-1.4	-4	0.9	2	-0.9	5
54	CC(OC(=O)Cc1ccc(F)cc1)C(=O)NCc1ccc2c(c1)OCO2 (stereo not given)	-19	0.9	9	-4	-3	0.0	-4	-3.0	-7	-0.5	0
55	CC1=NOC(=O)/C1=C\c1ccc(-c2ccc(Br)cc2)o1	-2	.	15	4	.	.	1	2.9	-3	-3.9	22
56	COc1ccc(NC(=O)COC(=O)CCCc2c[nH]c3ccccc23)cc1OC	-4	-0.6	20	1	0	-0.9	3	.	-1	0.8	0

# (list continues)
nr	compound	PKA-R2B activ	Ecoli viability	HTR5A inv ctr	HTR5A ag ctr	SUMO Mot1 rescue	AddAB inh	PKA-R1A activ	phage Ecoli inh	Tat transport	CDK5 p35 inh	DAGLB inh
57	CNC(=O)NC(=O)COC(=O)c1n[nH]c2ccccc12	-4	-0.9	-4	1	8	2.3	12	2.1	-8	-0.7	-3
58	O=C(NCCC(=O)N1CCN(c2ccc(F)cc2)CC1)c1ccco1	-8	.	5	-2	.	.	0	1.5	8	1.2	1
59	Cc1ccc(C(=O)CSc2nc(C(C)C)nc3ccccc23)cc1	-5	-0.8	2	-1	9	3.6	10	3.9	4	1.1	-8
60	COc1ccc(NC(=O)CN(C)C(=O)c2ccc(S(=O)(=O)Nc3ccccc3C)cc2)cc1	-6	.	-1	0	.	.	-3	0.6	5	-0.3	0
61	Cc1nc(-c2coc3cc(OCC(=O)O)ccc3c2=O)cs1	-1	-2.1	-6	2	2	-3.1	11	0.6	0	1.1	-2
62	CCCCCNC(=O)C(=O)C1C(=O)Nc2ccccc21 (stereo not given)	-10	-0.3	3	-1	-23	3.1	-3	2.3	-4	2.3	2
